Screens from PubChem BioAssay.
Akt phos inh: inhibitors of Akt phosphorylation; Neuro2A IGF-stimulated pAkt S473 HTRF, 20 min; stronger effect = lower value; activity change, % for hits at 50 µM; hit rate 0.32% among 360,000; AID 651550; in the data active = activity change below about -80%; inconclusive = mostly about -51% to -80%; also: % is scaled to controls: 0 for no effect and ±100 for the full control effect
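Single-point screen (50 µM final compound) in Neuro2A cells stimulated 20 min with 6 nM IGF at 37 deg C. After lysis, Ser473-phosphorylated Akt read by HTRF (ex 330 nm, em 615/665 nm) as the 665/615 ratio.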
MmCpn inh: M. maripaludis TRiC chaperonin inhibition; purified Mm-Cpn ATPase, ADP Transcreener TR-FRET; Potency, µM (series often up to 76.9 µM), for the others: at the top dose activity, negative = inhibition, usual class: inhibitors; hit rate 0.031% among 330,000; also: potency is read from the fitted curve at half-maximal effect; % is scaled to controls: 0 for no effect and ±100 for the full control effect; nearly all actives have a fitted effect of over 80% in size
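TR-FRET (320 nm excitation; 590 and 665 nm emission) reports ADP made from 10 uM ATP by 25 nM enzyme; compounds were preincubated 10 min, reaction run 30 min, both at 37°C.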
A549 viability: kills or reduces viability of A549 cells in Nrf2 counter-screen; A549 ARE-Fluc cells, CellTiter-Fluor viability, 18-24 h; Potency, µM (top dose mostly 46 µM), without a hit: at the highest dose activity change, negative = cytotoxicity, hits mostly inhibitors; hit rate 0.16% among 390,000; AID 504648; also: potency is read from the fitted curve at half-maximal effect; % is scaled to controls: 0 for no effect and ±100 for the full control effect
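A549 ARE_Fluc cells in 5% FBS OPTI-MEM were exposed to compounds in concentration-response for 18-24 h at 37 deg C. Viability was read by CellTiter-Fluor fluorescence (Ex 405/Em 525) after 30 min, before the luciferase read.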
Nrf2 inh: inhibitors of Nrf2 signaling; A549 ARE-Fluc reporter, luciferase luminescence, 18-24 h; Potency, µM (top dose mostly 46 µM), for the others: at the highest dose activity change, negative = inhibition, hits mostly inhibitors; hit rate 2.1% among 360,000; also: potency is read from the fitted curve at half-maximal effect; % is scaled to controls: 0 for no effect and ±100 for the full control effect; nearly all actives have a fitted effect of over 60% in size
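Two sequential reads on A549 ARE_Fluc cells exposed to compound for 18-24 h: a CellTiter-Fluor fluorescence read for viability, then a luciferase luminescence read for Nrf2/ARE activity.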
CCT chaperon mod: changes cytosolic chaperonin activity; purified chaperonin ATPase assay, HTRF ADP detection, 30 min; activity change, % (concentration not given with the values), hits read low; hit rate 0.3% among 360,000; AID 651819; in the data active = activity change below about -30%; also: % is scaled to controls: 0 for no effect and ±100 for the full control effect
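Nucleotide hydrolysis assay: TRiC at 20–40 nM final (set by batch activity) with 10 uM ATP, 30 min at 37 °C, in presence of 76 uM compound. Detection by competitive ADP HTRF, 30 min ambient.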
Nrf2 activator: Nrf2 pathway activation; hit rate 0.31% among 410,000; Potency, µM (top dose mostly 46.1 µM), inactives show at the top dose activation, usual class: activators; AREc32 ARE-luciferase reporter (MCF7-derived line), luminescence, 24 h; also: potency is read from the fitted curve at half-maximal effect; % of control where 0% means no effect; nearly all actives have a fitted effect of over 65% in size
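Reporter line AREc32 (ARE-Fluc), seeded overnight in OPTI-MEM with 5% FBS; compound pin-transferred, 24 hr at 37 deg C, 5% CO2; luminescent read-out.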
TGFb SMAD3 inh: inhibitors of TGF-b signaling | HepG2 CAGA-GFP TGF-b/SMAD3 reporter, GFP fluorescence, 18 h; TGF-beta stimulated, 500 pg/mL final | Potency, µM (series often up to 46.1 µM), for inactives: at the highest dose activity, negative = inhibition, actives largely listed as inhibitors | hit rate 1.2% among 410,000 | AID 588855; also: potency is read from the fitted curve at half-maximal effect; % is scaled to controls: 0 for no effect and ±100 for the full control effect; nearly all actives have a fitted effect of over 65% in size
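Read-out: total well GFP (ex488/em500-530) summed from mean per-cell fluorescence. Cells: HEPG2 CAGA-GFP, 1% FBS DMEM, 18 h at 37 degrees C with 500 pg/mL final TGF-beta. Unstimulated wells served as the full-inhibition control; stimulated DMSO wells = 0%.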
HepG2 tox: kills HepG2 cells in TGF-b inhibitor counter-screen. hit rate 0.76% among 410,000. Potency, µM (highest dose often 46.1 µM), inactives show top-dose activity change, negative = cytotoxicity, most hits filed as cytotoxic. AID 588856. HepG2 CAGA-GFP viability, ATP luminescence, 18 h; also: potency is read from the fitted curve at half-maximal effect; some results filed as inactive show a strong effect at the top dose
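HepG2 CAGA-GFP cells (1000/well, DMEM with 1% FBS) received compound, then TGF-beta at 500 pg/mL final, and were incubated 18 hours at 37 degrees C. Viability was read by CellTiter-Glo luminescence. Media-only wells were set as complete cell-killing and DMSO as no toxicity.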
Abeta rescue: restores growth of yeast expressing A-beta42 peptide; yeast expressing A-beta42, growth rescue, OD600, 48 h; response scale: 0% DMSO, 100% iron-clioquinol control; Potency, µM (highest dose often 46.1 µM), for inactives: at the top dose growth rescue, hits mostly activators; hit rate 0.063% among 410,000; AID 1347071; also: potency is read from the fitted curve at half-maximal effect; nearly all actives have a fitted effect of over 55% in size
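Yeast A-beta toxicity model in growth medium with pinned compounds, 48 h at 30 C; growth read as absorbance at 600 nm. Normalized to FeCl3/clioquinol equimolar mix (positive) and DMSO (negative).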
An asterisk follows results filed as active; [ ] = another dose, or the depositor's remark. Unless noted, calls follow the shape of the dose curve; as a rule, active = well fitted curve in the direction sought with a large enough effect; inconclusive = small, poorly fitted or top-dose-only effect, or another doubt; inactive = no such curve, though single readings can be large; an effect the other way counts as inactive or inconclusive.

Results for Cc1cccc(NC(=O)CN(CC2CCCO2)C(=O)c2oc3ccccc3c2C)c1C (stereo unspecified) ?
Akt phos inh: inactive; MmCpn inh: 4%; A549 viability: -10%; Nrf2 inh: -11%; CCT chaperon mod: 0.4; Nrf2 activator: -0.5%; TGFb SMAD3 inh: -5%; HepG2 tox: -10%; Abeta rescue: -3%

How did O=C(CSc1nnc(-c2ccc(Br)o2)n1Cc1ccccc1)c1ccccc1F do in these assays?
Akt phos inh: inactive; MmCpn inh: -5%; A549 viability: -5%; Nrf2 inh: -12%; CCT chaperon mod: -0.6; Nrf2 activator: 3.7%; TGFb SMAD3 inh: -9%; HepG2 tox: -27%; Abeta rescue: -6%

What do the screens show for `Cc1nc(C(=O)NCCC(C)C)sc1C1(C)CC(c2cccc([N+](=O)[O-])c2)=NO1` (stereo unspecified)?
Akt phos inh: inactive; MmCpn inh: 1%; A549 viability: 0%; Nrf2 inh: -14%; CCT chaperon mod: -4.2; Nrf2 activator: 6.5%; TGFb SMAD3 inh: inconclusive; HepG2 tox: -10%; Abeta rescue: 7%

What do the screens show for `COc1ccc(/C=N\NC(=O)c2ccccc2Br)cc1COc1ccc(F)cc1`?
Akt phos inh: inactive; MmCpn inh: -3%; A549 viability: -3%; Nrf2 inh: -9%; CCT chaperon mod: -3.2; Nrf2 activator: -0.2%; TGFb SMAD3 inh: -2%; HepG2 tox: 6%; Abeta rescue: -12%

What do the screens show for `Cc1cc(C(=O)NNC(=O)c2cccc([N+](=O)[O-])c2)n[nH]1`?
Akt phos inh: inactive; MmCpn inh: 2%; A549 viability: 1%; Nrf2 inh: 6%; CCT chaperon mod: 0.8; Nrf2 activator: 0.0%; TGFb SMAD3 inh: 5%; HepG2 tox: 7%; Abeta rescue: -3%

How did CCOC(=O)N1CCC(NC(=O)c2ccc(CS(=O)(=O)c3ccccc3C)o2)CC1 do in these assays?
Akt phos inh: inactive; MmCpn inh: -3%; A549 viability: -1%; Nrf2 inh: -24%; CCT chaperon mod: -0.2; Nrf2 activator: -0.3%; TGFb SMAD3 inh: 3%; HepG2 tox: -7%; Abeta rescue: 6%

What do the screens show for `CCOC(=O)c1cnc(-c2ccccc2)nc1N1CCOCC1`?
Akt phos inh: inactive; MmCpn inh: 1%; A549 viability: 4%; Nrf2 inh: 1%; CCT chaperon mod: 0.0; Nrf2 activator: 15%; TGFb SMAD3 inh: 0%; HepG2 tox: 1%; Abeta rescue: -13%

What do the screens show for `O=C(CCc1ccccc1)Nc1cc(C(F)(F)F)ccc1Cl`?
Akt phos inh: inactive; MmCpn inh: -1%; A549 viability: 7%; Nrf2 inh: 8%; CCT chaperon mod: -1.0; Nrf2 activator: 2.8%; TGFb SMAD3 inh: 13%; HepG2 tox: 16%; Abeta rescue: -3%

Results for O=C(CC1SC(=NCc2ccccc2)NC1=O)Nc1ccccc1 (stereo unspecified) ?
Akt phos inh: inactive; MmCpn inh: 3%; A549 viability: 12%; Nrf2 inh: 2%; CCT chaperon mod: 1.2; Nrf2 activator: 3.0%; TGFb SMAD3 inh: -2%; HepG2 tox: -5%; Abeta rescue: -14%

How did CN(C)S(=O)(=O)n1ccnc1 do in these assays?
Akt phos inh: inactive; MmCpn inh: -1%; A549 viability: -2%; CCT chaperon mod: 0.1; Nrf2 activator: -0.7%; TGFb SMAD3 inh: -2%; HepG2 tox: -1%; Abeta rescue: -3%

Results for CC(=O)c1ccc(OCC(O)CN2CCN(c3ccc(F)cc3)CC2)cc1 (stereo unspecified) ?
Akt phos inh: inactive; MmCpn inh: -1%; A549 viability: 1%; Nrf2 inh: -17%; CCT chaperon mod: -2.2; Nrf2 activator: 2.9%; TGFb SMAD3 inh: -10%; HepG2 tox: -6%; Abeta rescue: 8%

What do the screens show for `CCOC(=O)c1cc2c(=O)n3ccccc3nc2n(CCCOC)c1=NC(=O)c1c(-c2c(F)cccc2Cl)noc1C`?
A549 viability: 2%; Nrf2 inh: -23%[9.27 µM]; Nrf2 activator: 4.6%; TGFb SMAD3 inh: 5%; HepG2 tox: -18%; Abeta rescue: 11%

Results for COc1ccc(CNC(=O)C2CCCC2)cc1 ?
Akt phos inh: inactive; A549 viability: -1%; Nrf2 inh: inconclusive; CCT chaperon mod: 0.1; Nrf2 activator: -0.1%; TGFb SMAD3 inh: 16%; HepG2 tox: -38%; Abeta rescue: 0%

What do the screens show for `O=C(O)c1ccc(/C=N/Nc2ccc(S(=O)(=O)N3CCCC3)cc2[N+](=O)[O-])cc1`?
Akt phos inh: inactive; MmCpn inh: 2%; A549 viability: -7%; Nrf2 inh: -11%; CCT chaperon mod: -4.8; Nrf2 activator: -0.6%; TGFb SMAD3 inh: -3%; HepG2 tox: 5%; Abeta rescue: 8%

How did CC(C)Cc1nc(S(=O)(=O)c2ccc(Cl)cc2)c(N2CCOCC2)o1 do in these assays?
Akt phos inh: inactive; MmCpn inh: 1%; A549 viability: -8%; Nrf2 inh: 10%; CCT chaperon mod: -2.1; Nrf2 activator: -0.1%; TGFb SMAD3 inh: -7%; HepG2 tox: -6%; Abeta rescue: -2%

Three structures from above, sorted by length of the SMILES, lowest first:
How did CN(C)S(=O)(=O)n1ccnc1 do in these assays?
Akt phos inh: inactive; MmCpn inh: -1%; A549 viability: -2%; CCT chaperon mod: 0.1; Nrf2 activator: -0.7%; TGFb SMAD3 inh: -2%; HepG2 tox: -1%; Abeta rescue: -3%

Results for COc1ccc(CNC(=O)C2CCCC2)cc1 ?
Akt phos inh: inactive; A549 viability: -1%; Nrf2 inh: inconclusive; CCT chaperon mod: 0.1; Nrf2 activator: -0.1%; TGFb SMAD3 inh: 16%; HepG2 tox: -38%; Abeta rescue: 0%

Results for O=C(CC1SC(=NCc2ccccc2)NC1=O)Nc1ccccc1 (stereo unspecified) ?
Akt phos inh: inactive; MmCpn inh: 3%; A549 viability: 12%; Nrf2 inh: 2%; CCT chaperon mod: 1.2; Nrf2 activator: 3.0%; TGFb SMAD3 inh: -2%; HepG2 tox: -5%; Abeta rescue: -14%

Next structures:
How did O=C(Nc1ccc(C(=O)O)cc1)/C(=C\c1ccco1)NC(=O)c1ccccc1 do in these assays?
Akt phos inh: inactive; MmCpn inh: 1%; A549 viability: 1%; Nrf2 inh: 6%; CCT chaperon mod: 1.0; Nrf2 activator: -0.3%; TGFb SMAD3 inh: -2%; HepG2 tox: -9%; Abeta rescue: -8%

What do the screens show for `CCc1cc(=O)oc2cc(OCC(=O)NCCN3CCOCC3)c(Cl)cc12`?
Akt phos inh: inactive; MmCpn inh: -2%; A549 viability: 9%; Nrf2 inh: 1%; CCT chaperon mod: 2.2; Nrf2 activator: -0.2%; TGFb SMAD3 inh: 6%; HepG2 tox: 7%; Abeta rescue: 1%

How did COc1ccc(C2N(c3ccccn3)C(=O)C3CCCN32)c(OC)c1 (stereo unspecified) do in these assays?
Akt phos inh: inactive; MmCpn inh: 1%; A549 viability: 0%; Nrf2 inh: 8%; CCT chaperon mod: 1.9; Nrf2 activator: 3.2%; TGFb SMAD3 inh: -6%; HepG2 tox: 0%; Abeta rescue: 3%

How did Cc1sc2nc(CSc3ncn[nH]3)[nH]c(=O)c2c1C do in these assays?
Akt phos inh: inactive; MmCpn inh: 0%; A549 viability: 0%; Nrf2 inh: inconclusive; CCT chaperon mod: -1.8; Nrf2 activator: 2.5%; TGFb SMAD3 inh: -3%; HepG2 tox: -10%; Abeta rescue: -21%

Results for CC(C)OCCCNc1ncnc2c1[nH]c1ccc(F)cc12 ?
MmCpn inh: 0%; A549 viability: -27%; Nrf2 inh: 4.1µM*; CCT chaperon mod: -1.3; Nrf2 activator: 2.8%; TGFb SMAD3 inh: 0%; HepG2 tox: -3%; Abeta rescue: -8%

Results for CCOC(=O)Cn1nnnc1C(CC)N(Cc1cc2ccc(C)cc2[nH]c1=O)C1CCCC1 (stereo unspecified) ?
Akt phos inh: inactive; MmCpn inh: 2%; A549 viability: -7%; Nrf2 inh: -21%; CCT chaperon mod: -0.5; Nrf2 activator: 0.3%; TGFb SMAD3 inh: inconclusive; HepG2 tox: -5%; Abeta rescue: 23%

How did CCn1c(=O)c(=O)n(CC)c2cc(N3CCCCC3)c(NC(=O)c3ccc(Cl)cc3)cc21 do in these assays?
MmCpn inh: -2%; A549 viability: 0%; Nrf2 inh: 7%; Nrf2 activator: 0.0%; TGFb SMAD3 inh: 2%; HepG2 tox: 7%; Abeta rescue: -31%

Results for COC(=O)C(Cc1cnc(Cl)s1)(C(=O)OC)c1ccc(C(F)(F)F)cc1[N+](=O)[O-] ?
Akt phos inh: inactive; MmCpn inh: 0%; A549 viability: -3%; Nrf2 inh: -14%; CCT chaperon mod: -1.4; Nrf2 activator: -0.1%; TGFb SMAD3 inh: -13%; HepG2 tox: -15%; Abeta rescue: 7%

How did Cc1cccc(NC(=S)N(C)C2CCCCC2)c1 do in these assays?
Akt phos inh: inactive; MmCpn inh: 0%; A549 viability: -3%; Nrf2 inh: 7%; CCT chaperon mod: -0.3; Nrf2 activator: 0.1%; TGFb SMAD3 inh: -6%; HepG2 tox: 0%; Abeta rescue: inconclusive

How did Cc1cccc(COCC(Cc2ccccc2)N2CCN(C(=O)c3cc(Cl)cc(Cl)c3)CCC2=O)c1 (stereo unspecified) do in these assays?
Akt phos inh: inactive; MmCpn inh: 2%; A549 viability: -11%; Nrf2 inh: inconclusive; CCT chaperon mod: -3.0; Nrf2 activator: -1.4%; TGFb SMAD3 inh: 13µM*; HepG2 tox: -26%; Abeta rescue: 6%

Results for CC1CCN(C(=O)COC(=O)c2ccccc2NC(=O)c2ccco2)CC1 ?
Akt phos inh: inactive; MmCpn inh: 0%; A549 viability: 0%; Nrf2 inh: inconclusive; CCT chaperon mod: 3.6; Nrf2 activator: 4.8%; TGFb SMAD3 inh: 5%; HepG2 tox: -5%; Abeta rescue: -4%
